Lipid droplet – inhibitors of hepatocyte lipid droplet formation, primary screen, imaging, high-throughput imaging, BODIPY stain; AID 1656, 2009; inhibition, % at 6.5 µM; AML12 mouse hepatocytes, oleate lipid droplets; 240,000 tested, 0.4% active;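 active means lipid droplet intensity inhibited by at least 50%, with more than 500 cells counted; inconclusive means wells with under 300 cells, treated as cytotoxic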
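Assay system: AML12 mouse liver cells | Compound: 6.5 µM single-point dosing | Schedule: Overnight exposure | Technique: Fluorescence imaging, 20x objective, two fields per well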
T cell HTS – modulators of CD8 T cell-vesicle binding, primary screen, mouse 2C CD8+ T cells, flow cytometry. 2C CD8+ T cell-vesicle binding; hits give low values. 330,000 tested, 0.068% active. calls only at 7 µM;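 active means response, share of CD8 T cells binding vesicles, and their 90th percentile fluorescence all below set limits, cut at about 80% in these data, passing the limit was not always enough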
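incubation = binding step 1.5 h, 37 °C, antibody labelling 20 min, ice | test system = 2C mouse CD8+ T cells | read-out basis = percent CD8+ FL2 mean versus row control | controls = Peptide-free naked vesicles (low) and QL9 vesicles with 0.7% DMSO vehicle (high) | detection = flow cytometry of vesicle-bound cells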
MT stabilizer – microtubule stabilizers in HeLa cells, primary screen, imaging, high-content imaging. AID 2205, 2009. HeLa tubulin immunostaining HCS, 24 h; share of cells brighter than vehicle mean+2SD. % tubulin-high responders, % at 10 µM. 200,000 tested, 0.83% active;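 active means plate Z-score above 3 for both tubulin-high and condensed-nucleus cell shares, with cell loss under 80%, at 10 µM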;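 further: anti alpha tubulin signal scored within the nucleus-defined area of each cell; some results filed as inactive read as strong as hits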
West Nile antiviral – West Nile virus antiviral activity, cell-based, CPE readout (AID 1621) | 290,000 tested, 0.02% active | West Nile virus-infected cells, CPE inhibition; higher % means a stronger effect | CPE inhibition, % at 10 µM, or IC50 in µM where a hit was titrated; in the data active means a potency from the dose series; inconclusive means CPE inhibition mostly from about 3.7% at the one dose, without a potency; inactive means the rest, 99 in 100 with CPE inhibition below about 2.2%; further: strong numbers were not always called active
Myeloid diff MLP – induction of myeloid progenitor differentiation, primary screen, cell-based, flow cytometry, MLPCN library | ER-HoxA9 myeloid progenitors, lysozyme-GFP differentiation | AID 624256, 2012 | 360,000 tested, 1% active | calls only at 10 µM;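 active means normalized GFP-positive differentiation at or above the plate's own cutoff, the solvent-only control mean plus 3 SD; inconclusive means no clear call, values can overlap the other calls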;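 further: cells exposed to compound for four days before flow analysis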
Autophagy mod – autophagy modulators in MEF cells, primary screen, imaging, high-content, MEF GFP-LC3; MEF GFP-LC3 puncta imaging; test concentration mostly 10 µM; 190,000 tested, 0.98% active; calls only at 10 µM (by protocol);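 active means percentage of spot-positive cells more than 3 SD above its plate mean, without a fluorescence outlier flag or 80% toxicity; inconclusive means no clear call, values can overlap the other calls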;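 further: spot-positive cell cutoff set from DMSO-treated cells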
Insulin prom up – insulin promoter activators in MIN6 cells, imaging, high-content screening, mouse beta cells; MIN6 insulin promoter-GFP reporter; hits give high values; z-score at 5 µM; 190,000 tested, 0.3% active; AID 1625, 2009;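 active means z-score above 3 at 5 µM with at least 500 cells counted in the well; inconclusive means wells under 500 cells, flagged as cytotoxic or low count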
bCat nuc transl – modulators of beta-catenin nuclear translocation, primary screen, imaging, HeLa cells, immunofluorescence, high-content. nuclear translocation activity, % at 5 µM. 190,000 tested, 0.3% active;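 active means nuclear translocation activity above 50% at 5 µM, with a well cell count of 50 or more; inconclusive means wells under 50 cells across six images, flagged as toxic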;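 further: per-cell ratio of nuclear to cytoplasmic median beta-catenin stain intensity; plate controls were DMSO negative control for no effect and GSK-3 inhibitor IX positive control for full effect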
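test system = HeLa cells, endogenous beta-catenin | dosing = single 5 µM dose plus 0.02–20 µM confirmation series | times = compound treatment 24 h, 37°C, 5% CO2 | technique = beta-catenin immunofluorescence imaging with DAPI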
WT yeast gro inh – growth inhibition of WT strain, primary screen, mitochondrial fusion inhibitor project, WT and mutant strains, chemical genetic; mitochondrial fusion phenotypic screen; inhibition, % at 10 µM; 190,000 tested, 2.1% active; in the data active means inhibition above about 58%; tested in S. cerevisiae
WT yeast gro inh mutant strain – second read-out of WT yeast gro inh, no call of its own (marks repeat the call); inhibition, %; mitochondrial fusion phenotypic screen, mutant strain inhibition
Insulin prom up cell count – second read-out of Insulin prom up, no call of its own (marks repeat the call); cell count; measured here: cytotoxicity, nuclei count;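 total cells summed across four imaged fields per well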
Lipid droplet cells 6.5 µM – second read-out of Lipid droplet, no call of its own (marks repeat the call); cell count; measured here: cell count, cytotoxicity flag;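 cells counted across two imaged fields per well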
bCat nuc transl cell count 5 µM – also measured in bCat nuc transl; calls as there; cell count; measured here: cell count, cytotoxicity flag
T cell HTS vesicle-bound % – also measured in T cell HTS; calls as there; double positive events, %; measured here: CD8+ vesicle-bound cell fraction;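 binding gate set so that unloaded-vesicle control wells show 10% double positive cells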
MT stabilizer Hoechst-high % – further read-out of MT stabilizer, marked with its call; % Hoechst-high responders; measured here: nuclear condensation Hoechst responders;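 share of cells brighter than vehicle mean plus two SD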
MT stabilizer cytotoxicity % – second read-out of MT stabilizer, no call of its own (marks repeat the call); toxicity, %; measured here: cytotoxicity by cell density;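 0% = mean cell density of plate MIN control wells and 100% = no cells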
Autophagy mod cell loss 18 h – recorded beside Autophagy mod, whose call it bears; toxicity, %; measured here: cell loss, nuclei count;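 cell loss after 18 h compound exposure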
Myeloid diff MLP GFP+ MAC1+ % – also measured in Myeloid diff MLP; calls as there; GFP+ MAC1+ double positive, %; measured here: differentiation confirmed by MAC1 staining
* hit, by the source's call; i = inactive; ? = inconclusive; / = no result given; + = active, no number.

SMILES	Lipid droplet	Lipid droplet cells 6.5 µM	T cell HTS	T cell HTS vesicle-bound %	MT stabilizer	MT stabilizer Hoechst-high %	MT stabilizer cytotoxicity %	West Nile antiviral	Myeloid diff MLP	Myeloid diff MLP GFP+ MAC1+ %	Autophagy mod	Autophagy mod cell loss 18 h	Insulin prom up	Insulin prom up cell count	bCat nuc transl	bCat nuc transl cell count 5 µM	WT yeast gro inh	WT yeast gro inh mutant strain
Cc1cnc(NC(=O)c2c(O)c3cccc4c3n(c2=O)CCC4)s1	/	/	/	/	1.3	0.8	7.6	0.1%	/	/	i	3	-0.11	1437	2.6	658	0	-3
O=C(COC(=O)c1ccc(Oc2ccccc2)cc1)Nc1nnc(-c2ccccc2)o1	3	768	i	30	2.7	2.1	1.5	1.2%	i	0.6	i	32	1.7	1241	3.8	1138	0	0
CCCc1cc2c(-c3ccccc3)cc(=O)oc2cc1OCc1ccc(C(=O)O)o1	3	651	i	55	2.1	2.0	3.4	1.5%	i	0.2	i	-1	-0.56	1584	0.1	964	-6	4
FC(F)(F)c1cc(Oc2ccccc2)nc(-c2ccccn2)n1	/	/	i	28	2.0	1.6	5.2	-0.6%	i	2.0	i	5	/	/	/	/	-6	-14
COc1cccc(/C=N/NC(=O)Cn2cnc3c2c(=O)n(C)c(=O)n3C)c1OC	-4	674	i	2	/	/	/	0.2%	i	0.0	/	/	1.1	1056	1.0	1440	/	/
O=C1c2sc3nc4n(c(=O)c3c2CCC1Br)CCCCC4 (stereo unspecified)	/	/	i	63	0.7	1.2	5.2	0.2%	i	0.0	i	-1	-0.12	1504	0.2	1287	10	15
COc1ccc(N2CCN(C(=O)c3ccc4c(=O)n(CCc5ccc(OC)c(OC)c5)c(=O)[nH]c4c3)CC2)cc1	2	697	i	62	2.4	2.7	6.6	-1.6%	i	0.5	i	9	0.24	1332	-1.0	1229	-8	-9
Cc1ccccc1CS(=O)(=O)c1ncc(Cl)c(C(=O)Nc2ccc(F)cc2)n1	-31	744	i	4	/	/	/	0.1%	?	/	/	/	/	/	/	/	/	/
CCN(CCO)C(=O)c1ccc2nc(Cc3cccc(Cl)c3)oc2c1	-9	787	i	56	/	/	/	-0.9%	i	0.5	/	/	/	/	/	/	/	/
CC(NC(=O)c1cc(F)c(F)cc1Cl)c1ccncc1 (stereo unspecified)	-40	764	i	29	2.5	1.2	2.3	-0.2%	i	0.3	i	0	-1.2	1332	0.5	1131	-9	-5
Cc1cc(/C=C2/SC(=S)N(c3cccc(Cl)c3)C2=O)c(C)n1-c1cccnc1	/	/	i	59	3.0	0.8	8.6	-0.5%	+	6.1*	i	12	/	/	/	/	/	/
Cc1nc2ccccc2c2oc(C(=O)NCC3COc4ccccc4O3)cc12 (stereo unspecified)	-16	635	i	27	2.5	3.0	9.2	-0.2%	i	3.4	i	-1	/	/	1.6	1169	30	6
OC(COCC(F)(F)C(F)(F)C(F)(F)C(F)F)Cn1c2ccc(Cl)cc2c2cc(Cl)ccc21 (stereo unspecified)	-30	640	i	29	20	3.8	19	2.9%	?	/	i	-2	-0.32	1426	0.0	1078	86*	60*
CCCCCCCCNc1nc(Cl)nc(NCc2ccco2)n1	-2	574	i	43	1.3	3.2	5.1	0.3%	i	0.7	i	-3	0.24	1315	0.5	942	-9	-24
CCc1c(O)nc(SC2CC(=O)N(c3ccccc3)C2=O)[nH]c1=O (stereo unspecified)	/	/	i	30	3.9	1.5	6.2	-0.1%	i	0.7	i	2	0.01	1597	-1.0	1357	6	-14
O=c1oc2ccccc2n1CSc1nc2ccccc2s1	/	/	i	29	5.5	1.9	11	-0.1%	i	0.4	i	3	0.38	1179	2.3	831	42	27
CCN(CC)S(=O)(=O)c1c(OC)cc(C)c(Cl)c1C	-22	781	i	55	2.1	2.8	8.2	-1.0%	i	0.1	i	14	0.2	1570	-3.2	1092	-16	9
COc1ccc2cc(C#N)c(SCC(=O)N3CCCC3)nc2c1	-5	578	i	55	3.0	2.2	4.3	-0.8%	i	0.5	i	-5	-0.06	1225	0.4	1122	18	-3
O=C1c2ccccc2C(O)N1c1ccccc1 (stereo unspecified)	10	839	i	39	/	/	/	-0.6%	i	0.2	/	/	/	/	/	/	/	/
O=C(Nc1ccc2c(c1)C(=O)OC2)c1ccc(Cl)cc1Cl	4	765	i	28	/	/	/	-0.4%	i	1.6	/	/	/	/	/	/	/	/
Cc1[nH]n(-c2ccccc2)c(=O)c1N=O	7	690	i	57	/	/	/	-0.1%	i	0.7	i	-13	/	/	0.8	1554	13	-7
CCn1c2ccccc2c2cc(NC(=O)CSc3nnc(-c4ccccc4)o3)ccc21	3	779	i	4	16*	5.7*	17*	0.1%	+	5.0*	i	-11	-0.37	904	-4.8	1130	/	/
O=C(CCc1nnc(CCc2ccccc2)o1)NC(c1cccnc1)C(F)(F)F (stereo unspecified)	-1	704	i	56	/	/	/	-0.1%	i	1.1	/	/	-0.72	1002	0.0	1303	/	/
O=C(Nc1ccc(OCC(=O)N2CCOCC2)cc1)c1cncc(Br)c1	13	723	i	24	2.3	3.2	3.9	-0.7%	i	1.0	i	7	0.89	1302	/	/	-18	20
CCCOC(=O)C1=C(C)NC2=C(C(=O)CCC2)C1c1cc(OC)ccc1OC (stereo unspecified)	-3	791	i	43	4.7	3.5	6.2	-0.2%	i	0.7	i	5	0.48	767	-1.6	1057	-4	-17
CSc1nc2c(cc1C#N)C(=O)CC(C)(C)C2	0	686	i	46	1.5	0.3	0.8	-0.9%	i	0.1	i	-14	-0.37	1479	-0.3	1547	28	17
CC(=O)NS(=O)(=O)c1ccc(NC(=O)c2ccc(-n3nc(C)cc3C)cc2)cc1	23	657	i	40	4.3	2.7	7.3	0.3%	i	0.3	i	0	/	/	-1.2	966	-5	9
COc1ccc(S(=O)(=O)Nc2ccc(S(=O)(=O)N3CCOCC3)cc2)cc1C	0	745	i	4	5.1	2.5	4.0	0.2%	i	0.6	i	-7	0.06	1287	1.2	971	6	-3
COc1cc(C(=O)NCCC(=O)NCCN2CCCCCC2)cc(OC)c1OC	-6	768	i	20	3.2	2.5	11	0.2%	i	2.9	i	-13	-0.86	1316	-1.7	1071	8	14
CCOc1ccc(N(C(=O)c2ccc(S(=O)(=O)N3CCCC3)cc2)C2C=CS(=O)(=O)C2)cc1 (stereo unspecified)	-1	868	i	66	/	/	/	-0.1%	i	1.0	/	/	/	/	/	/	/	/
CCC(=O)Oc1ccc(C(=O)Nc2cccc(C(=O)c3ccccc3)c2)cc1	/	/	i	64	1.1	1.9	3.4	-0.1%	i	0.2	i	-1	/	/	/	/	8	-1
CN1/C(=C\C(=O)c2ccccc2Cl)c2ccccc2CC1(C)C	-41	537	i	45	0.9	2.0	5.1	-1.8%	i	0.4	i	-8	2	1301	-0.1	977	-12	14
O=C(NCc1ccco1)c1ccc(COc2ccccc2[N+](=O)[O-])o1	-2	671	i	12	/	/	/	-0.6%	i	1.1	/	/	/	/	/	/	/	/
NNC(=O)c1cnn(Cc2ccccc2)c1N	-5	681	i	40	4.7	2.1	8.5	0.1%	/	/	i	0	0.14	1183	-0.8	1201	-3	6
O=C(c1cccs1)N1CCN(c2cccc(Cl)c2)CC1	-10	853	i	59	/	/	/	-0.4%	i	1.0	/	/	/	/	/	/	/	/
CN1CCCN(Cc2nc(-c3cccc(C(F)(F)F)c3)no2)CC1	30	775	i	38	3.0	1.6	2.4	-0.6%	i	0.3	i	27	-1.4	1368	0.3	883	11	20
COC(=O)c1ccc(NC(=O)c2cn(-c3cccc(C)n3)cn2)cc1	/	/	/	/	5.2	2.6	11	0.1%	i	0.9	i	0	-0.18	1395	-1.8	840	0	6
COc1ccc(CNC(=O)C2CCN(C(=O)c3ccc(-c4ccccc4)cc3)CC2)cc1	19	885	i	62	/	/	/	-1.1%	i	0.2	/	/	/	/	/	/	/	/
COc1cccc(CNC(=O)CN(c2cc(C)cc(C)c2)S(=O)(=O)c2c(C)noc2C)c1	/	/	i	37	2.7	3.7	5.9	-0.5%	i	1.7	i	22	0.66	995	0.7	1098	9	6
COC(=O)c1ccc(C2OCC(C)(C)CO2)cc1	-3	805	i	23	2.9	3.5	0.0	-0.4%	i	0.9	i	1	-0.4	1130	-0.5	1093	-11	5
CCCCOc1ccc(Nc2nc(C)cc(C)c2C#N)cc1	0	757	i	32	3.5	1.5	6.2	-1.2%	i	0.4	i	0	0.13	1101	-0.2	1096	-8	2

Limited to WT yeast gro inh mutant strain and Insulin prom up, for 2 of the compounds above:
smiles	WT yeast gro inh mutant strain	Insulin prom up
O=C(CCc1nnc(CCc2ccccc2)o1)NC(c1cccnc1)C(F)(F)F (stereo unspecified)	/	-0.72
O=C(Nc1ccc(OCC(=O)N2CCOCC2)cc1)c1cncc(Br)c1	20	0.89

Bioassay records (PubChem BioAssay)
